Compound activity deposited in PubChem BioAssay by National Center for Advancing Translational Sciences (NCATS).
PTHR1 ag = agonists of human PTHR1 parathyroid hormone receptor; Q03431; HEK293 GP2 PTHR1 cells, GloSensor cAMP luminescence, 1 h; Potency, µM (titrated, usually from 115 µM), for the others: top-dose activation, actives largely listed as activators; 0.075% of 410,000 active; AID 743266; also: potency is read from the fitted curve at half-maximal effect; nearly all actives have a fitted effect of over 55% in size; some results filed as inactive show a strong effect at the top dose; inactives centre near -15; many of its hits are not listed in these tables
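HEK-293-derived GP2 cells expressing PTHR1 and a GloSensor cAMP reporter, 3,000/well, plated overnight, given luciferin plus IBMX (each 0.5 mM as added) for 1 h at 37 °C, then compound for 1 h at 37 °C. Luminescence was read after 15 min at room temperature.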
Akt phos inh = Akt phosphorylation inhibition; Neuro2A IGF-stimulated pAkt S473 HTRF, 20 min; stronger effect = lower value; activity change, % for hits at 50 µM; 0.32% of 360,000 active; in the data active = activity change below about -80%; inconclusive = mostly about -51% to -80%; also: % is scaled to controls: 0 for no effect and ±100 for the full control effect
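Single-point screen (50 µM final compound) in Neuro2A cells stimulated 20 min with 6 nM IGF at 37 deg C. After lysis, Ser473-phosphorylated Akt read by HTRF (ex 330 nm, em 615/665 nm) as the 665/615 ratio.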
GLP1R ag = activates the human GLP-1 receptor; 0.007% of 380,000 active; HEK293 GLP-1R CRE-luciferase, luminescence, 4-6 h; cells express a hypersensitive GLP-1R form; AID 624172; Potency, µM (doses to about 45.6 µM), for the others: at the highest dose activation, most hits filed as activators; P43220; also: potency is read from the fitted curve at half-maximal effect; % of control where 0% means no effect
Target sequence (P43220 whole entry, looked up): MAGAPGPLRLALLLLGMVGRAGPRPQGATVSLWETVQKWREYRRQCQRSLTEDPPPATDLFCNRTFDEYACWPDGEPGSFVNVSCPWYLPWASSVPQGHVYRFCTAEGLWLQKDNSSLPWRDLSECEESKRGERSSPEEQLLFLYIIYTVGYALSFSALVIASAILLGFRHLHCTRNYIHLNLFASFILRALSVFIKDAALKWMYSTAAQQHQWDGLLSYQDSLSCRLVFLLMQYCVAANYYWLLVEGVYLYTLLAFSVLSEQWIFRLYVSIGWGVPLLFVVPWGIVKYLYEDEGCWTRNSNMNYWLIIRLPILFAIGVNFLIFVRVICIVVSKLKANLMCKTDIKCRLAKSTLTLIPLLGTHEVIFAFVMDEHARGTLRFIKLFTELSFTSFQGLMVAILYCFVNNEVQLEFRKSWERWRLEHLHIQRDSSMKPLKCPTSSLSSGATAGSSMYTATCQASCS
aSyn rescue = rescues yeast growth from alpha-synuclein toxicity | Yeast expressing alpha-synuclein, growth rescue, BacTiter-Glo, 24 h | Potency, µM (series often up to 46.1 µM), for the others: at the top dose growth rescue (activation), actives largely listed as activators | AID 652106 | 0.14% of 370,000 active; also: potency is read from the fitted curve at half-maximal effect; % of control where 0% means no effect; nearly all actives have a fitted effect of over 65% in size
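Screening used galactose-induced yeast with toxic alpha-synuclein levels, exposed to compound for 24 hr at 30 deg C. Cell growth, read with BacTiter-Glo luminescence, gave the measured signal.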
DRD3 antagonist = D3 dopamine receptor (human) antagonism. P35462. D3R cells, DiscoveRx beta-arrestin luminescence, antagonist mode; stronger effect = lower value. max response, negative = inhibition, %. 2.5% of 360,000 active; in the data active = max response below about -50%; inconclusive = no clear call, values can overlap the other calls; also: % is scaled to controls: 0 for no effect and ±100 for the full control effect; mostly tested at two doses, the higher about 12 µM
Target sequence (P35462 whole entry, looked up): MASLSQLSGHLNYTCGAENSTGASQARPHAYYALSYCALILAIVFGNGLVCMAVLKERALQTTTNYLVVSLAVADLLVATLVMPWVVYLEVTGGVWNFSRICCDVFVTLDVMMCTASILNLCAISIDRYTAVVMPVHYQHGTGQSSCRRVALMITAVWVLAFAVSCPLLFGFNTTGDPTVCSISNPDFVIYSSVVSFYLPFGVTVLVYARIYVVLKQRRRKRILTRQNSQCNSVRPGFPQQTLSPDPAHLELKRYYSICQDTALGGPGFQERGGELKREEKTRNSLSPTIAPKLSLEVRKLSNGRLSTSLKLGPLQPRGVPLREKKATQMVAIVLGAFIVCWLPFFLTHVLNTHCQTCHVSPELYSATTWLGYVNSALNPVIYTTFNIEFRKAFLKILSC
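Cells expressing the human receptor were seeded at 1500 cells/well, incubated overnight at 37 degrees C in 5% CO2, then exposed to library compounds with dopamine controls for 90 minutes at 37 degrees C before luminescent detection.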
GLP-1R inv ag = acts as inverse agonist at human GLP-1 receptor; 1.6% of 410,000 active; Potency, µM (series often up to 38.3 µM), for inactives: top-dose activity change, negative = inhibition, actives largely listed as inhibitors; P43220; AID 624417; HEK293 GLP-1R CRE-luciferase, luminescence, 24 h; GLP-1R form is constitutively active; also: potency is read from the fitted curve at half-maximal effect; % is scaled to controls: 0 for no effect and ±100 for the full control effect; nearly all actives have a fitted effect of over 55% in size
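GLP-1R inverse agonism mode: basal reporter luminescence in engineered HEK293 cells measured after one day of compound exposure at 37 deg C, with a 12 min room-temperature detection step.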
TDP-43 yeast inh = rescues yeast growth from TDP-43 toxicity; TDP-43 expressing yeast growth rescue, BacTiter-Glo, 24 h; Potency, µM (titrated, usually from 46.1 µM), inactives show at the top dose growth rescue (activation), most hits filed as activators; 1.8% of 410,000 active; AID 652104; also: potency is read from the fitted curve at half-maximal effect; % of control where 0% means no effect; nearly all actives have a fitted effect of over 50% in size
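Luminescence from BacTiter-Glo reports growth of TDP-43-expressing yeast after 24 hr at 30 deg C with compound. Cells were raffinose-pregrown to mid-log, then seeded in galactose medium at OD600=0.02.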
Abeta yeast res = A-beta toxicity reversal in yeast. yeast expressing A-beta42, growth rescue, OD600, 48 h; response scale: 0% DMSO, 100% iron-clioquinol control. Potency, µM (doses to about 46.1 µM), inactives show at the highest dose growth rescue, usual class: activators. 0.063% of 410,000 active. AID 1347071; also: potency is read from the fitted curve at half-maximal effect; nearly all actives have a fitted effect of over 55% in size
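Yeast growth medium received pinned compounds, then yeast cells expressing toxic A-beta were added; plates incubated at 30 C for 48 hr. Growth read as absorbance at 600 nm, normalized to DMSO and equimolar FeCl3 plus clioquinol controls.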
FUS suppressor = rescues growth of FUS-expressing yeast | S. cerevisiae FUS-expressing, growth rescue, OD600, 24 h | 0.24% of 390,000 active | Potency, µM (highest dose often 76.6 µM), for inactives: top-dose growth rescue (activation), most hits filed as activators;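 also: potency is read from the fitted curve at half-maximal effect; plate controls were DMSO vehicle for no effect and reference control for full effect; nearly all actives have a fitted effect of over 55% in size; some results filed as inactive show a strong effect at the top dose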
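S. cerevisiae expressing FUS from galactose induction served as the toxicity model. Growth after 24hr at 30C, read as absorbance at 600 nm, indicates suppression of toxicity; compounds dosed at several concentrations.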
Numbers without * were called inactive; i = inactive; ? = inconclusive; / = not tested or not shown; & = joins results of further samples; [ ] = remark or other dose. Unless noted, calls follow the shape of the dose curve; as a rule, active = well fitted curve in the direction sought with a large enough effect; inconclusive = small, poorly fitted or top-dose-only effect, or another doubt; inactive = no such curve, though single readings can be large; an effect the other way counts as inactive or inconclusive. Some of the compounds tested (hit frequency here may not be typical).

SMILES	PTHR1 ag	Akt phos inh	GLP1R ag	aSyn rescue	DRD3 antagonist	GLP-1R inv ag	TDP-43 yeast inh	Abeta yeast res	FUS suppressor
CC[n+]1c(/C=C/c2cc([N+](=O)[O-])ccc2O)ccc2ccccc21	-6%	i	13%	-19%	-11	4%	-28%	-40%	42%
CCn1cc(CN2CCCC(C(=O)Nc3cccc(-n4cccn4)c3)C2)cn1 (stereo unspecified)	-10%	i	8%	1%	14	?	17%	-3%	-41%
C=CCn1c(SCC(=O)N2CCOCC2)nc2scc(-c3ccco3)c2c1=O	?	i	?	2%	-6	83%[activator]	19%	-27%	?
O=C(Cn1c(=O)c2cccn2c2ccc(F)cc21)N1CCN(c2ccc(F)cc2)CC1	-1%	i	-3%	-11%	-13	-11%&5%	3%&1%	-4%&-17%	-3%&1%
O=S(=O)(NCc1cccs1)c1cccc(S(=O)(=O)N2CCCCC2)c1	?	i	14%	-1%	-22	?	0%	2%	10%
COC(=O)c1ccccc1NC(=O)Nc1ccc(C(=O)N2CCCC2)cc1	-9%[57.5 µM]	i	-10%	-5%	27	?	-18%	23%	19%
COc1ccc(S(=O)(=O)N(C)CC(=O)N2CCN(Cc3ccccc3)CC2)cc1C	22%[57.5 µM]	i	10%	0%	4	-5%	-7%	16%	-2%
CCOc1ccc(C2CC(c3cccc(OC)c3)n3nc(N)nc3N2)cc1 (stereo unspecified)	4%	i	6%	-7%	-13	-15%	1%	-12%	11%
Cc1ccc(C)c(S(=O)(=O)Nc2ccc(O)c(C(=O)O)c2)c1	-23%	i	-2%	-2%	-7	11%	6%	-13%	9%
O=C1/C(=C\c2cccc(O)c2O)SC(=S)N1Cc1ccccc1	-32%[inhibitor]	i	6%	1%	-27	?	-93%[inhibitor]	-94%[inhibitor]	19%
NC(=O)c1nn(CC(=O)Nc2cccc(S(=O)(=O)N3CCCC3)c2)c(=O)c2ccccc12	-15%	i	2%	1%	11	27%	10%	-7%	2%
CCC1=Nc2cc(C(=O)NCC(C)c3ccccc3)ccc2Sc2ccc(C)cc21 (stereo unspecified)	-35%[inhibitor]	/	0%	/	/	5µM*	?	2%	?
CCOc1ccc(C2C(C(=O)c3ccc(C)o3)=C(O)C(=O)N2CCN2CCOCC2)cc1OC (stereo unspecified)	i	i	-12%	-9%	11	0%	1%	-7%	46%
O=C(CCN1C(=O)S/C(=C/c2ccc(F)cc2)C1=O)Nc1ccc(O)c(C(=O)O)c1	-1%	i	-7%	0%	-2	1%	1%	/	-11%
COc1ccccc1N1CCN(C(=O)c2ccccc2SCC(=O)NCc2ccco2)CC1	0%	i	-4%	7%	-17	-28%	12%	9%	14%
O=C(CNC(=O)c1ccccc1F)OCc1nc2ccccc2s1	-7%	i	5%	6%	16	1%[0.307 µM]	12%	10%	6%
O=S(=O)(CCc1nc2ccccc2s1)c1ccc2ccccc2c1	-16%[57.5 µM]	i	4%	20%	0	3%	?	6%	3%
COc1ccc(NS(=O)(=O)c2cn(C)nc2C)cc1	-4%	i	-2%	-6%	3	1%	-5%	16%	1%
O=C(NCc1cccc(Br)c1)c1cc(-c2ccccc2)nn1CC1CC(c2cccc([N+](=O)[O-])c2)=NO1 (stereo unspecified)	-19%	i	-2%	-3%	-25	-2%	3%	4%	32µM*
CCOc1ccc(C(=O)CSc2nnc(N)s2)cc1	-2%[57.5 µM]	i	1%	-4%	4	26%	-1%	5%	18%
O=C(OC(C(=O)Nc1ccc(Cl)cc1C(F)(F)F)c1ccccc1)c1c(Cl)cccc1Cl (stereo unspecified)	i	i	3%	3%	-24	?	5%	21%	/
Cc1cc(C(=O)Nc2cnn(Cc3ccc(Cl)cc3Cl)c2)no1	i	/	-2%	-11%	4	0%	0%	-8%	49%
O=C(CCC(=O)Nc1ccc(Cl)cc1)N/N=C/c1ccc2c(c1)OCO2	i	i	2%	0%	-10	6%	13%	3%	/
O=C(O)COc1ccc(/C=C2/SC(=S)N(Cc3ccccc3)C2=O)cc1	-13%	i	-6%	-7%	6	-29%	13%	-87%[inhibitor]	0%
CC(C)(C)OC(=O)N1CCN(C(=O)c2[nH]cnc2C(=O)Nc2ccon2)CC1	i	i	-5%	1%	22	13%	9%	4%	-8%
COc1ccc(NC(=O)N2CCCC2C(=O)NCCc2ccccc2)cc1 (stereo unspecified)	21%	i	-4%	2%	11	24%	8%	-2%	-33%
Cc1nc2ccccc2c(=O)[nH]1	i	i	-3%	-10%	5	25%	2%	1%	5%
CCc1cc(=O)oc2c3c(cc(OCC(=O)NCCC(=O)O)c12)OC(C)(C)CC3	-23%	i	0%	1%	0	0%	-5%	-9%	7%
Cc1ccc(NS(=O)(=O)c2cc(C(=O)NCc3ccncc3)ccc2C)cc1	i	i	1%	-4%	-17	-14%	-4%	-2%	19%
CCC(=O)N(CCc1ccc(OC)c(OC)c1)Cc1cc2ccc(C)cc2n2nnnc12	i	i	15%	-5%	4	8%	-32%[inhibitor]	-13%	9%
O=C(Cc1c(F)cccc1Cl)Nc1nc2ccccc2s1	-20%	i	4%	-4%	-18	?	?	?	-12%
COc1cccc(C2=NOC(C(=O)Nc3cccnc3)C2)c1 (stereo unspecified)	i	/	-4%	-1%	7	3%	-8%	-7%	5%
CC(Oc1ccccc1)C(=O)N1CCN(c2ccc(N3CCCCCC3)nn2)CC1 (stereo unspecified)	-41%[inhibitor]	i	-8%	-1%	28	?	1%	-13%	8%
CCOC(=O)C1=C(C(C)=O)C(c2cccnc2)C(C#N)=C(N)O1 (stereo unspecified)	i	i	-12%	3%	-10	6%	-8%	2%	-9%
CSCc1ccc(C(=O)N2CCCC(Nc3ccc(F)cc3)C2)o1 (stereo unspecified)	i	i	11%	1%	-13	-15%	12%	6%	6%
O=C(NNc1ccccc1Cl)C(O)(c1cccc(C(F)(F)F)c1)c1cccc(C(F)(F)F)c1	-48%[inhibitor]	i	-11%	6%	20	4µM*	15%	21%	/
CCCc1cc(=O)oc2c(C)c(OCC(=O)NCCCN3CCOCC3)ccc12	-14%	i	-6%	-5%	-3	19%	-1%	8%	6%
Cc1cccc(CNc2ncnc3ccc(-c4ccoc4)cc23)c1	-18%	/	-10%	/	/	/	/	-13%	-6%
CCc1ccc(NC(=O)C(=O)NCCN2CCN(Cc3ccc([N+](=O)[O-])cc3)CC2)cc1	-28%	i	-5%	2%	?	-8%	21%	18%	2%
CCOC(=O)C1CCN(C(=O)CSc2nc(N)cc(=O)[nH]2)CC1	17%	i	1%	-4%	2	10%	-29%	-11%	30%
COC(=O)CCN(C(=O)c1ccc(N2CCCCC2)c([N+](=O)[O-])c1)c1ccccn1	i	i	22%	2%	2	?	16%	11%	8%
CCCCN(CC)C(=O)c1n[nH]c(=O)c2ccccc12	?	i	1%	-5%	-6	-5%	-13%	-6%	-4%
Cc1noc(Cn2c(=O)c3ccccc3n(CC(=O)Nc3ccccc3C(F)(F)F)c2=O)n1	i	/	/	/	/	10%	2%	8%	-26%
COc1cc2nnn(-c3ccncc3)c2cc1OC	-24%	i	9%	2%	28	25%	?	7%	-10%
CCCNC(=O)C1(C)CCN(C(=O)c2ccc3sccc3c2)C1 (stereo unspecified)	-15%	i	-1%	-6%	-15	-17%	-4%	-2%	-8%
Cc1ccc(NC(=O)Cn2c(-c3ccc(F)cc3)cnc2SCC(=O)Nc2c(C)cccc2C)cc1	-18%	i	3%	-2%	-71*	-4%	-36%[inhibitor]	-4%	21%
CC1(C)CC(=O)C(C=NCc2cccnc2)=C(O)C1	-10%	i	-6%	4%	6	4%	10%	-12%	9%
COC(=O)[C@H](Cc1ccccc1)[C@@H](C)OS(N)(=O)=O	-16%	i	0%	1%	0	7%	14%	13%	-19%
Fc1cccc(CCN2CCN=C2Nc2ccccc2)c1	i	i	1%	-2%	-74*	3%	6%	-7%	-23%

Profiles, looked up by structure.
Shown for `COC(=O)CCN(C(=O)c1ccc(N2CCCCC2)c([N+](=O)[O-])c1)c1ccccn1` : PTHR1 ag: i; Akt phos inh: i; GLP1R ag: 22%; aSyn rescue: 2%; DRD3 antagonist: 2; GLP-1R inv ag: ?; TDP-43 yeast inh: 16%; Abeta yeast res: 11%; FUS suppressor: 8%
Shown for `COC(=O)[C@H](Cc1ccccc1)[C@@H](C)OS(N)(=O)=O` : PTHR1 ag: -16%; Akt phos inh: i; GLP1R ag: 0%; aSyn rescue: 1%; DRD3 antagonist: 0; GLP-1R inv ag: 7%; TDP-43 yeast inh: 14%; Abeta yeast res: 13%; FUS suppressor: -19%
Shown for `Fc1cccc(CCN2CCN=C2Nc2ccccc2)c1` : PTHR1 ag: i; Akt phos inh: i; GLP1R ag: 1%; aSyn rescue: -2%; DRD3 antagonist: -74*; GLP-1R inv ag: 3%; TDP-43 yeast inh: 6%; Abeta yeast res: -7%; FUS suppressor: -23%

Marked active in GLP-1R inv ag (from the list above):
compound	PTHR1 ag	Akt phos inh	GLP1R ag	GLP-1R inv ag
CCC1=Nc2cc(C(=O)NCC(C)c3ccccc3)ccc2Sc2ccc(C)cc21 (stereo unspecified)	-35%[inhibitor]	/	0%	5µM*
O=C(NNc1ccccc1Cl)C(O)(c1cccc(C(F)(F)F)c1)c1cccc(C(F)(F)F)c1	-48%[inhibitor]	i	-11%	4µM*
